# M1AAP inhibition: P. falciparum M1AAP inhibitors, biochemical, fluorogenic H-Leu-NHMec substrate, 1536-well (AID 1445); recombinant M1AAP, H-Leu-NHMec fluorogenic kinetic assay; higher % means a stronger effect; inhibition, % at 30 µM, or IC50 in µM where a hit was titrated; 220,000 compounds, 0.42% hits;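 active = primary inhibition above the hit cutoff, then over 50% inhibition at one or more dose response concentrations, cut at about 23% in these data, passing the limit was not always enough; inconclusive = conflicting primary data, or primary hits not chosen for dose response; inactive = low primary inhibition, or under 50% at every dose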;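 note: plate controls were DMSO full reaction for no effect and no enzyme background for full effect; strong numbers were not always called active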
# K1F lysis inhibition: inhibition of K1F phage lysis, E. coli UTI89, bacterial capsule biogenesis inhibitors, alamar blue (AID 488966). E. coli UTI89 K1F phage lysis, alamar blue, 2 h; higher % means a stronger effect. one-dose inhibition, % at 100 µM; IC50 in µM for titrated hits. 340,000 compounds, 0.02% hits;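 active = phage lysis inhibition, versus mean bacterial control, above a set limit; inconclusive = no clear call, values can overlap the other calls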;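 note: capsule biogenesis inhibitors block K1F phage lysis so surviving cells raise fluorescence; higher fluorescence means more inhibition of phage lysis; actives were called in the ten point dose series up to 300 µM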
# TNAP activation fold: stimulation of alkaline phosphatase TNAP activity – biochemical, luminescent, no phosphate acceptor, uHTS, primary screen (AID 1001); 200,000 compounds, 0.03% hits; purified TNAP, luminescent activation assay, no phosphate acceptor; higher activation fold means a stronger effect; activation fold at 20 µM, or EC50 in µM where a hit was titrated; in the data active = activation fold from about 3, or a potency from the dose series; inactive = the rest, 99 in 100 with activation fold below about 1.6; note: many of its hits are not listed in these tables
# human PMI inhibition: inhibitors of human PMI, primary screen, biochemical, fluorescence intensity, coupled assay (AID 1209). purified PMI enzyme, coupled fluorescence intensity; higher % means a stronger effect. one-dose inhibition, % at 20 µM; IC50 in µM for titrated hits. 190,000 compounds, 0.42% hits;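 note: plate controls were DMSO vehicle for no effect and wells lacking substrate for full effect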
# RSV CPE inhibition: inhibition of RSV-induced cytopathic effect – HEp-2 cells, primary 10 µM value included (AID 2391); HEp-2 cells, RSV-induced CPE inhibition; higher % means a stronger effect; CPE inhibition, % at 10 µM, or IC50 in µM where a hit was titrated; 310,000 compounds, 0.13% hits; in the data active = a potency from the dose series; inconclusive = CPE inhibition mostly from about 23% at the one dose, without a potency; inactive = the rest, 99 in 100 with CPE inhibition below about 21%; note: strong numbers were not always called active
# PMI inhibition: human PMI inhibitors, high substrate, primary screen, biochemical, fluorescence intensity, high mannose 6-phosphate (AID 1220) | recombinant PMI enzyme, coupled fluorescence intensity; higher % means a stronger effect | inhibition, % at 20 µM, or IC50 in µM where a hit was titrated | 190,000 compounds, 0.66% hits
# T cell HTS: T cell immune modulators affecting CD8 T cell-vesicle binding; 2C CD8+ T cell-vesicle binding, flow cytometry; stronger effect = lower value; calls only at 7 µM; 330,000 compounds, 0.068% hits;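 active = response, share of CD8 T cells binding vesicles, and their 90th percentile fluorescence all below set limits, cut at about 80% in these data, passing the limit was not always enough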
#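 Test system: purified 2C TCR transgenic mouse naive CD8+ T cells. Probe or stimulus: QL9-peptide-loaded Drosophila micro-vesicles bearing Ld, ICAM-1 and B7-1. Incubation: binding step 1.5 h, 37 °C, antibody labelling 20 min, ice. Measured by: flow cytometry of vesicle-bound cells.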
# M17LAP inhibition: P. falciparum M17LAP inhibitors, primary screen, biochemical, fluorogenic H-Leu-NHMec substrate, 1536-well (AID 1619); recombinant M17LAP, H-Leu-NHMec fluorogenic kinetic assay; higher % means a stronger effect; one-dose inhibition, % at 30 µM; IC50 in µM for titrated hits; 220,000 compounds, 0.38% hits;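 active = compound inhibiting the enzyme by more than half at any dose during confirmatory dose-response retesting; inconclusive = strong single-dose inhibitors picked by rank but not retested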;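 note: plate controls were full reaction with DMSO carrier for no effect and no enzyme background for full effect; strong numbers were not always called active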
# West Nile antiviral: West Nile virus antiviral activity, cell-based, CPE readout (AID 1621); West Nile virus-infected cells, CPE inhibition; higher % means a stronger effect; one-dose CPE inhibition, % at 10 µM; IC50 in µM for titrated hits; 290,000 compounds, 0.02% hits; in the data active = a potency from the dose series; inconclusive = CPE inhibition mostly from about 3.7% at the one dose, without a potency; inactive = the rest, 99 in 100 with CPE inhibition below about 2.2%; note: strong numbers were not always called active
# T cell HTS vesicle-bound %: also measured in T cell HTS; calls as there; double positive events, %; measured here: CD8+ vesicle-bound cell fraction;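 binding gate set so that unloaded-vesicle control wells show 10% double positive cells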
# Numbers without * were called inactive; i = inactive; ? = inconclusive; nt = no result given; [ ] = remark or other dose. Cut-off read from the data, not from the text of the source, unless noted: active = inhibition above about 50%; inactive = the rest.
(1) COc1cccc(Sc2cc(N3CCOCC3)nc(-c3ccccc3)n2)c1
(2) COC(=O)C1(CCSC)NC(c2ccco2)C2C(=O)N(C)C(=O)C21 (stereo not drawn)
(3) COc1ccc(NC(=O)c2cc(C)nn2-c2ccccc2)cc1
(4) O=C(N=Nc1c(O)[nH]c2ccc([N+](=O)[O-])cc12)c1cc(-c2ccccc2Cl)nc2ccccc12
(5) c1ccc(-n2ncc3c(N4CCC5(CC4)OCCO5)ncnc32)cc1
(6) CC(C)CC(=O)NC(=S)NNC(=O)c1cccc([N+](=O)[O-])c1
(7) Fc1cccc(CN2CCN(C(=S)NCCc3ccccc3)CC2)c1
(8) CCOCCCn1c(=S)[nH]c2ncccc2c1=O

assay / compound,1,2,3,4,5,6,7,8
M1AAP inhibition,-3.4%,-8.0%,nt,2.9%,-0.1%,-4.2%,-2.1%,2.5%
K1F lysis inhibition,0.1%,0.2%,0.0%,0.0%,0.5%,-2.0%,0.4%,-0.1%
TNAP activation fold,1,1.1,nt,1.2,1.1,2,1.2,1.1
human PMI inhibition,15.3%,-0.8%,nt,13.4%,4.6%,9.4%,5.9%,7.4%
RSV CPE inhibition,?,1.0%,0.5%,11.5%,0.9%,2.1%,4.3%,-0.5%
PMI inhibition,11.6%,7.2%,nt,11.1%,4.4%,-0.3%,5.1%,8.9%
T cell HTS,i,i,i,i,i,i,i,i
T cell HTS vesicle-bound %,50.6,10.8,52.1,30.7,19.1,50.2,42.3,13.1
M17LAP inhibition,2.4%,8.3%,nt,3.6%,4.7%,18.8%,-3.2%,-5.5%
West Nile antiviral,nt,-0.2%,-0.6%,0.5%,nt,-1.3%,-0.5%,nt

(9) COc1ccc(/C=C(\NC(=O)c2ccc(C)cc2)C(=O)NCCCN2CCOCC2)cc1OC
(10) CCN(CC)CCN(C(=O)C1=COCCO1)c1nc2cc(C)cc(C)c2s1
(11) COc1ccc(Nc2nc(-c3cccs3)nc3ccccc23)cc1
(12) CC(=O)N1CCN(CC(=O)Nc2cc(S(=O)(=O)N3CCOCC3)ccc2C)CC1
(13) COc1ccc(CN2C(=O)C(C)Oc3ccccc32)cc1 (stereo not drawn)
(14) O=c1c2ccccc2c(C=NCCCN2CCOCC2)c(O)n1Cc1ccc2c(c1)OCO2
(15) O=C(NCCc1ccccc1)C1c2ccccc2C(=O)N1Cc1cccs1 (stereo not drawn)
(16) COC(=O)C(C(=O)OC)C(C(C)C)C(C(=O)OC)C(=O)OC

assay / compound,9,10,11,12,13,14,15,16
M1AAP inhibition,nt,nt,11.8%,0.9%,nt,9.9%,13.4%,-2.6%
K1F lysis inhibition,0.3%,0.2%,8.2%,-0.1%,-2.2%,0.1%,0.4%,0.5%
TNAP activation fold,nt,nt,1,1.1,nt,1.1,1.1,1.1
human PMI inhibition,nt,nt,7.4%,-7.8%,nt,-4.0%,-16.1%,-6.0%
RSV CPE inhibition,1.5%,0.2%,?,0.6%,1.8%,1.5%,0.2%,0.2%
PMI inhibition,nt,nt,7.1%,2.0%,nt,2.8%,-13.2%,-5.1%
T cell HTS,i,i,i,i,i,i,i,i
T cell HTS vesicle-bound %,27.3,18.8,9.5,16.8,31.9,49.4,26.4,51.0
M17LAP inhibition,nt,nt,-7.9%,5.6%,nt,7.2%,-2.6%,-3.1%
West Nile antiviral,0.1%,0.1%,-1.1%,0.7%,-0.7%,-0.6%,-0.5%,0.5%

(17) COc1ccccc1C(=O)Nc1ccc(S(=O)(=O)NC2=NCCCCC2)cc1
(18) CC[C@]1(c2ccccc2)C(=O)N(C(=O)OC)N1C(=O)OC
(19) Nn1c(Cc2cccc3ccccc23)nnc1SCn1nnc2ccccc2c1=O
(20) CCOc1ccccc1N1CCN(C(=O)c2ccccc2SCC(=O)N2CCCC2)CC1
(21) COc1cc(/C=C2\SC(=S)N(CCC(=O)Nc3ccccc3)C2=O)cc(OC)c1OC
(22) CCOC(=O)C1C(c2ccccc2)NC(=S)NC1(C)O (stereo not drawn)
(23) COc1cccc(Nc2nc(-c3ccccc3O)nc3ccccc23)c1
(24) CCOC(=O)CC1C(=O)NCCN1S(=O)(=O)c1ccc(NC(C)=O)cc1 (stereo not drawn)

assay / compound,17,18,19,20,21,22,23,24
M1AAP inhibition,-2.2%,nt,6.7%,nt,4.5%,6.0%,nt,nt
K1F lysis inhibition,-0.1%,-0.2%,0.0%,-0.3%,1.0%,0.2%,0.1%,1.5%[50 µM]
TNAP activation fold,1,nt,1,nt,0.9,1,nt,nt
human PMI inhibition,3.0%,nt,11.6%,nt,14.5%,5.5%,nt,nt
RSV CPE inhibition,4.8%,1.1%,1.7%,1.1%,1.7%,0.5%,0.4%,1.5%
PMI inhibition,7.3%,nt,11.5%,nt,9.7%,11.2%,nt,nt
T cell HTS,i,i,i,i,i,i,i,i
T cell HTS vesicle-bound %,23.1,20.4,45.6,8.5,29.7,35.5,33.5,20.8
M17LAP inhibition,0.7%,nt,8.1%,nt,2.5%,2.2%,nt,nt
West Nile antiviral,-1.2%,-0.4%,0.1%,-0.4%,-0.3%,0.7%,-1.6%,0.0%

(25) COCCCn1nnnc1SCC(=O)N1c2ccccc2CC1C (stereo not drawn)
(26) C/C(=N\NC(=O)c1nn(C)c(C)c1Br)c1ccc(NC(=O)c2ccccc2F)cc1
(27) CCN(CC)S(=O)(=O)c1ccc(N2CCOCC2)c(NC(=O)c2ccc(C#N)cc2)c1
(28) O=C1ON=C(c2ccccc2)/C1=C/c1ccc(O)cc1
(29) O=C1/C(=C/C=C/c2ccco2)SC(=S)N1NS(=O)(=O)c1ccccc1
(30) Cc1ccc(S(=O)(=O)N2CCCC(C(=O)N(Cc3cccs3)C3CC3)C2)cc1 (stereo not drawn)
(31) CN1CCC(=NNC(=O)c2ccc(N(Cc3ccc(Cl)cc3)S(C)(=O)=O)cc2)CC1
(32) CCN1CCCC1CNC(=O)CCc1nnc(CCC2CCCCC2)o1 (stereo not drawn)

assay / compound,25,26,27,28,29,30,31,32
M1AAP inhibition,3.8%,10.4%,3.0%,nt,22.6µM*,5.8%,1.8%,0.0%
K1F lysis inhibition,0.6%,-0.3%,-1.0%,0.2%,-0.5%,-0.8%,3.3%[50 µM],-0.1%
TNAP activation fold,1,1,1.2,nt,nt,1.1,1.1,1.1
human PMI inhibition,8.4%,-0.9%,-24.5%,nt,nt,2.1%,16.1%,0.6%
RSV CPE inhibition,0.7%,0.8%,0.8%,1.4%,8.3%,?,1.1%,-1.2%
PMI inhibition,5.9%,10.7%,-18.5%,nt,nt,4.4%,17.4%,-0.9%
T cell HTS,i,i,i,i,i,i,i,i
T cell HTS vesicle-bound %,27.0,21.5,2.9,51.6,52.7,28.6,48.1,26.4
M17LAP inhibition,-3.1%,-3.4%,3.3%,nt,49.8%,5.7%,2.1%,20.5%
West Nile antiviral,-0.6%,0.9%,0.5%,-0.8%,-0.1%,1.1%,-0.2%,-0.6%

# The last 2 entries of the section before come first, to join the parts:
(31) CN1CCC(=NNC(=O)c2ccc(N(Cc3ccc(Cl)cc3)S(C)(=O)=O)cc2)CC1
(32) CCN1CCCC1CNC(=O)CCc1nnc(CCC2CCCCC2)o1 (stereo not drawn)
(33) CCN1CCN(C(=O)/C=C/c2ccc3c(c2)OCO3)CC1
(34) CCOc1ccc(N(CC(=O)NCC2CCCO2)S(=O)(=O)c2ccc(C)cc2)cc1 (stereo not drawn)
(35) O=C(Nc1cccc2ccccc12)c1ccc(F)cc1
(36) Cc1ccc(NS(=O)(=O)c2ccc(-n3cccn3)cc2)c(C)c1
(37) CCn1nc(C)c(Br)c1-c1nc(CS(=O)(=O)c2ccc(F)cc2)no1
(38) Cc1ccc(SCC(=O)NC2CCS(=O)(=O)C2)cc1 (stereo not drawn)
(39) CN(C(=S)Nc1ccc(Oc2ccccc2)cc1)C1CCCCC1
(40) C=CCN(C(=O)Nc1ccc2oc(C)nc2c1)c1ccccc1

assay / compound,31,32,33,34,35,36,37,38,39,40
M1AAP inhibition,1.8%,0.0%,18.5%,nt,nt,nt,11.2%,9.6%,0.5%,-1.4%
K1F lysis inhibition,3.3%[50 µM],-0.1%,-0.8%,0.0%,0.5%,0.1%,-2.4%,-0.1%,0.4%,-1.7%
TNAP activation fold,1.1,1.1,1,nt,nt,nt,nt,1.1,1.1,1.1
human PMI inhibition,16.1%,0.6%,-1.5%,nt,nt,nt,nt,0.0%,8.6%,16.5%
RSV CPE inhibition,1.1%,-1.2%,-1.2%,2.8%,-0.6%,9.9%,7.6%,1.7%,3.1%,2.2%
PMI inhibition,17.4%,-0.9%,-4.9%,nt,nt,nt,nt,7.8%,-1.9%,38.3%
T cell HTS,i,i,i,i,i,i,i,i,i,i
T cell HTS vesicle-bound %,48.1,26.4,60.7,14.2,24.7,31.1,35.6,58.8,45.3,58.6
M17LAP inhibition,2.1%,20.5%,18.6%,nt,nt,nt,5.0%,8.1%,-4.5%,-1.3%
West Nile antiviral,-0.2%,-0.6%,0.1%,0.8%,0.4%,-0.8%,-0.2%,0.1%,-0.5%,0.1%

(41) CC(C)Cn1c(CN2CCN(C)C(CCO)C2)nc2ccccc21 (stereo not drawn)
(42) COc1ccc(CC(=O)N(C)C2CCCCC2)cc1S(=O)(=O)N1CCOCC1
(43) Cc1cccc(Nc2nc(N)c([N+](=O)[O-])c(NCCO)n2)c1
(44) O=C(c1cccc(Cl)c1)N1CCC(=O)N(C(COCc2cccc(Cl)c2)Cc2ccccc2)CC1 (stereo not drawn)
(45) Cn1c(N)c(S(=O)(=O)c2ccc(Br)cc2)c2nc3ccccc3nc21
(46) CCCCC1(CO)C(=O)N(c2ccccc2)N(c2ccccc2)C1=O
(47) O=C(Nc1cccc2ncccc12)c1ccc(Br)c([N+](=O)[O-])c1

assay / compound,41,42,43,44,45,46,47
M1AAP inhibition,nt,-1.8%,12.7%,9.1%,8.7%,2.2%,0.0%
K1F lysis inhibition,0.0%,0.2%,0.7%,-0.8%,0.4%,0.7%,0.3%
TNAP activation fold,nt,1.1,nt,1.1,1.1,nt,1.1
human PMI inhibition,nt,-7.0%,nt,7.0%,3.7%,nt,2.8%
RSV CPE inhibition,-0.6%,0.9%,3.3%,9.6%,1.1%,nt,1.6%
PMI inhibition,nt,-0.9%,nt,13.3%,11.1%,nt,9.7%
T cell HTS,i,i,i,nt,i,i,i
T cell HTS vesicle-bound %,52.8,58.4,38.8,nt,45.5,42.3,54.5
M17LAP inhibition,nt,-8.7%,6.3%,2.1%,-11.8%,20.3%,11.3%
West Nile antiviral,-0.6%,-0.6%,0.9%,-1.4%,-0.6%,0.3%,1.3%
